Screening results as filed in PubChem BioAssay.
SW480 rerep: A quantitative high throughput screen for small molecules that induce DNA re-replication in SW480 colon adenocarcinoma cells; Potency, µM (doses to about 46.1 µM), inactives show at the top dose re-replication activation, usual class: activators; SW480 DNA re-replication, Hoechst DNA content imaging, 48 h; 1.8% of 340,000 active; note: % of control where 0% means no effect; nearly all actives have a fitted effect of over 55% in size
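DNA re-replication was detected as more nuclei of elevated Hoechst intensity after 48 hr exposure to compound (23 nL pinned per well of 250 cells).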
KB-V1 cytotox: qHTS assay for MDR1-selective chemotherapeutics: Primary screen using the drug-selected MDR subline cells KB-V1; KB-V1 MDR cells viability, CellTiter-Glo, 72 h; Potency, µM (doses to about 46.1 µM), without a hit: at the highest dose activity change, negative = cytotoxicity, actives largely listed as cytotoxic; 3.4% of 400,000 active; note: % is set by controls: 0 for no effect and ±100 for the full control effect; nearly all actives have a fitted effect of over 60% in size
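Cytotoxicity via CellTiter-Glo luminescence after 72 h compound exposure at 37 degrees C. Cells: drug-selected KB-V1 line, DMEM phenol-red free plus 10% FBS. Compounds tested at multiple concentrations; normalized data fitted to concentration-effect curves.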
HT1080NT lethal: qHTS for induction of synthetic lethality in tumor cells producing 2HG: qHTS for the HT-1080-NT fibrosarcoma cell line; HT-1080-NT fibrosarcoma viability, CellTiter-Glo ATP luminescence, 48 h; Potency, µM (top dose mostly 46.1 µM), for inactives: at the top dose activity, negative = less viability, most hits filed as cytotoxic; 1.6% of 360,000 active; AID 686970, 2013;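 note: NT is the 2HG producing partner of a matched IDH1 knockdown line; 0% = DMSO-treated cells and -100% = media-only wells without cells; nearly all actives have a fitted effect of over 55% in size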
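Compounds were tested in concentration-response format on HT-1080-NT cells for 48 hours at 37 degrees C. Cell viability came from CellTiter-Glo luminescence; curves were classified by r2, response magnitude and activity.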
HEK293 tox: qHTS of GLP-1 Receptor Inverse Agonists: Cytotox Screen; Potency, µM (highest dose often 38.3 µM), inactives show at the highest dose activity change, negative = inhibition, usual class: inhibitors; 0.13% of 410,000 active; HEK293 cAMP-luciferase reporter cells, luminescence, 24 h;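 note: loss of luciferase light is scored as toxicity; % is set by controls: 0 for no effect and ±100 for the full control effect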
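Here, cytotoxicity is scored as loss of luminescence. The MLSMR collection was tested on cells seeded in medium containing 10% Nu serum, with a 24 hr compound exposure preceded by 12 hours of culture.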
GLP-1R agonist: qHTS of GLP-1 Receptor Agonists | HEK293 GLP-1R CRE-luciferase, luminescence, 4-6 h; cells express a hypersensitive GLP-1R form | Potency, µM (titrated, usually from 45.6 µM), for the others: at the top dose activation, most hits filed as activators | 0.007% of 380,000 active | AID 624172, 2012; note: % of control where 0% means no effect
Target sequence (P43220 whole entry, looked up): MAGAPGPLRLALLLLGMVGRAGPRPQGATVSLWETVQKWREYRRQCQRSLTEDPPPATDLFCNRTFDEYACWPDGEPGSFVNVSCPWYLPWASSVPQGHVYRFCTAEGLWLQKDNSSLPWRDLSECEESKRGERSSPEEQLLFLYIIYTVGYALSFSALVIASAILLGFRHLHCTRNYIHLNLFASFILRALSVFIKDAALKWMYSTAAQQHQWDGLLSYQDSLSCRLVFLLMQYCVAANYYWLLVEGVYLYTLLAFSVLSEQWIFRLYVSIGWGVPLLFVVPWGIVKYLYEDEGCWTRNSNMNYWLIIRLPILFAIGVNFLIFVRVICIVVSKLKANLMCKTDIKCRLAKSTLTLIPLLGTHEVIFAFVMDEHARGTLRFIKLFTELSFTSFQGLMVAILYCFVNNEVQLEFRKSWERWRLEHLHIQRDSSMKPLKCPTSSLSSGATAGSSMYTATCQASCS
TDP43 rescue: qHTS of TDP-43 Inhibitors. TDP-43 expressing yeast growth rescue, BacTiter-Glo, 24 h. Potency, µM (highest dose often 46.1 µM), without a hit: at the highest dose growth rescue (activation), most hits filed as activators. AID 652104, 2013. 1.8% of 410,000 active; note: % of control where 0% means no effect; nearly all actives have a fitted effect of over 50% in size
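Luminescence from BacTiter-Glo reports growth of TDP-43-expressing yeast after 24 hr at 30 deg C with compound. Cells were raffinose-pregrown to mid-log, then seeded in galactose medium at OD600=0.02.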
GLP1R inv ag: qHTS of GLP-1 Receptor Inverse Agonists (Inhibition Mode); Glucagon-like peptide 1 receptor (Homo sapiens), P43220; HEK293 GLP-1R CRE-luciferase, luminescence, 24 h; GLP-1R form is constitutively active; Potency, µM (titrated, usually from 38.3 µM), without a hit: at the highest dose activity change, negative = inhibition, most hits filed as inhibitors; 1.6% of 410,000 active; AID 624417, 2012; note: % is set by controls: 0 for no effect and ±100 for the full control effect; nearly all actives have a fitted effect of over 55% in size
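Stable HEK293 clone (constitutively active GLP-1R + cAMP-response luciferase); 200 cells/uL plated, 12 h pre-culture, compound 24 hr, 37 deg C/5% CO2; detection reagent 12 min RT; luminescence.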
KB-3-1 cytotox: qHTS assay for MDR1-selective chemotherapeutics: Primary screen using the parental adenocarcinoma cell KB-3-1. 1.4% of 400,000 active. KB-3-1 viability, CellTiter-Glo ATP luminescence, 72 h. Potency, µM (doses to about 46.1 µM), inactives show at the top dose activity change, negative = cytotoxic, most hits filed as cytotoxic; note: % is set by controls: 0 for no effect and ±100 for the full control effect; nearly all actives have a fitted effect of over 60% in size
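Screening of KB-3-1 cells (DMEM, 10% FBS, phenol-red free) ran from lowest to highest compound concentration; after 72 h at 37 °C viability was read luminescently and curves fitted.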
HT1080 IDH1KD tx: qHTS for induction of synthetic lethality in tumor cells producing 2HG: qHTS for the HT-1080-IDH1KD cell line; AID 686971, 2013; 2% of 360,000 active; Potency, µM (titrated, usually from 46.1 µM), without a hit: top-dose activity, negative = toxicity, usual class: cytotoxic; HT-1080 IDH1 knockdown viability, ATP luminescence, 48 h;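 note: 0% = DMSO wells and -100% = cell-free medium wells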
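HT-1080-IDH1KD cells (IDH1 knocked down), 750/well in RPMI with 5% FBS, treated with compound 48 h at 37 degrees C. Viability by CellTiter-Glo luminescence, normalised to DMSO and no-cell wells; concentration-response curves classed.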
Numbers without * were called inactive; ? = inconclusive; / = not tested or not shown; [ ] = dose if it differs, or a comment. Calls come from the whole dose curve; as a rule, active = well fitted curve in the direction sought with a large enough effect; inconclusive = small, poorly fitted or top-dose-only effect, or another doubt; inactive = no such curve, though single readings can be large; an effect the other way counts as inactive or inconclusive. Potency is the fitted concentration of half-maximal effect.

#	SMILES	HEK293 tox	KB-V1 cytotox	GLP-1R agonist	HT1080NT lethal	TDP43 rescue	KB-3-1 cytotox	GLP1R inv ag	HT1080 IDH1KD tx	SW480 rerep
1	CCOc1ccccc1N=c1oc2cc(O)ccc2cc1C(=O)NCC1CCCO1 (configuration not stated)	/	?	16%	?	-2%	-13%	18%	?	?
2	CN1Cc2c(N3CCOCC3)nc(SCc3ccccc3)c(C#N)c2CC1(C)C	12%	6%	26%	?	-13%	?	0%	?	?
3	OCCCC1CCCN(Cc2cn[nH]c2-c2ccc(F)cc2F)C1 (configuration not stated)	6%	0%	-5%	17%	-2%	10%	-16%	0%	-3%
4	CN(C)S(=O)(=O)c1ccc(NC(=O)CN2CCCCCC2)cc1	3%	-4%	15%	15%	-12%	-23%	-21%	9%	-24%
5	CC(NC(=S)NCCc1ccccc1)C(c1cccs1)N1CCN(C)CC1 (configuration not stated)	1%	-2%	-2%	6%	10%	-1%	?	-6%	-5%
6	CCOC(=O)C1=CCN(S(=O)(=O)c2ccccc2F)C1c1ccc(C)cc1 (configuration not stated)	2%	9%	30%	2%	0%	0%	10%	-9%	/
7	CC(=O)n1cc(N(C(=O)CCl)c2ccc(C)cc2)c2ccccc21	?	?	-1%	2.3µM*	-13%[1.82 µM]	18µM*	4.5µM*	2.9µM*	?
8	CCSc1nnc(NC(=O)CSc2nnc(CNC(=O)c3ccccc3F)o2)s1	-15%	-4%	3%	10%	11%	0%	-5%	18%	4%
9	CCOC(=O)c1sc(=S)n(Cc2ccccc2)c1N	-8%	-6%	10%	-15%	?	-1%	?	-24%	2%
10	COC(=O)c1ccc(C)c(NS(=O)(=O)c2ccc(C)c([N+](=O)[O-])c2)c1	-19%	-32%	-1%	-24%	15%	-6%	-14%	?	0%
11	Cc1cc(NC(=O)CSc2nc3ccccc3c(=O)n2Cc2ccccc2)no1	-24%	-10%	-6%	-16%	-1%	2%	-19%	-6%	-10%
12	CSCC[C@H](NC(=O)c1ccco1)c1nnc2ccccn12	-6%	12%	5%	1%	14%	1%	4%	3%	-24%
13	CN(C)S(=O)(=O)c1ccc(C(=O)N2CC(=O)Nc3ccc(Br)cc3C2c2ccc(F)cc2)cc1 (configuration not stated)	-2%	-20%	/	/	15%	-16%	6%	/	/
14	Cc1ccc2c(=O)cc(C(=O)NC3CCS(=O)(=O)C3)oc2c1 (configuration not stated)	-1%	-14%	-6%	-2%	0%	3%	3%	10%	-8%
15	N#Cc1ccc(OCC(=O)OCC(=O)c2ccccc2)cc1	-2%	0%	1%	21%	29%	3%	0%	23%	0%

Given with one line to a screen: entries from further up
#2 CN1Cc2c(N3CCOCC3)nc(SCc3ccccc3)c(C#N)c2CC1(C)C
#1 CCOc1ccccc1N=c1oc2cc(O)ccc2cc1C(=O)NCC1CCCO1 (configuration not stated)

| compound no. | 2 | 1 |
| --- | --- | --- |
| HEK293 tox | 12% | / |
| KB-V1 cytotox | 6% | ? |
| GLP-1R agonist | 26% | 16% |
| HT1080NT lethal | ? | ? |
| TDP43 rescue | -13% | -2% |
| KB-3-1 cytotox | ? | -13% |
| GLP1R inv ag | 0% | 18% |
| HT1080 IDH1KD tx | ? | ? |
| SW480 rerep | ? | ? |

Following part.
#	SMILES	HEK293 tox	KB-V1 cytotox	GLP-1R agonist	HT1080NT lethal	TDP43 rescue	KB-3-1 cytotox	GLP1R inv ag	HT1080 IDH1KD tx	SW480 rerep
16	C=CCN1C(=O)c2ccc(C(=O)N3CCN(S(=O)(=O)c4ccccc4Br)CC3)cc2C1=O	2%	0%	0%	0%	-11%	8%	4%	5%	-91%[inhibitor]
17	Cc1cc(=O)oc2cc(OCc3ccc(C(=O)OCC(=O)N(C)C4CCS(=O)(=O)C4)cc3)ccc12 (configuration not stated)	0%	0%	6%	3%	26%	6%	1%	13%	-3%
18	Cc1ccc2cc(CCNC(=O)c3c(-c4ccccc4Cl)noc3C)c(=O)[nH]c2c1	-23%	16%	-4%	18%	13%	19%	?	11%	-2%
19	O=C1CCCC(O)=C1C1C2=C(CCCC2=O)Oc2ccccc21 (configuration not stated)	-21%	13%	-10%	2%	15%	-3%	9%	5%	-3%
20	COc1ccc(OC)c(CCNC(=O)Cn2nc(C)c3c(C)n(-c4ccc(C)cc4)nc3c2=O)c1	-10%	8.2µM*	0%	-17%	-7%	?	?	-2%	-24%
21	Cc1cc(OCC(=O)NCCN2CCOCC2)c2c(C)c(C)c(=O)oc2c1	12%	-19%	2%	1%	-13%	-2%	14%	-1%	0%
22	CCC(Sc1nc(C)cc(=O)[nH]1)C(=O)Nc1nnc(C)s1 (configuration not stated)	-2%	8%	1%	12%	-10%	15%	1%	17%	1%
23	COCCn1nnnc1CN1C2CCCC1CC(NC(C)=O)C2 (configuration not stated)	9%	8%	0%	-4%	-23%	-13%	1%	-4%	-1%
24	CN(C)c1ccc(C=NNC(=S)Nc2ccc(F)cc2)cc1	-23%	-7%	18%	-5%	0%	-7%	1%	-28%	?
25	COc1ccc(C(c2c(N)[nH]c(=S)[nH]c2=O)c2c(N)[nH]c(=S)[nH]c2=O)cc1	-8%	12%	1%	10%	16%	3%	-2%	0%	29%
26	Cc1ccc(F)c(N=Cc2c(O)c3ccccc3oc2=O)c1	0%	6%	3%	-17%	-1%	0%	17%	-14%	-8%
27	CCN1CCCC1CNC(=O)C(=O)Nc1cccc(OC)c1 (configuration not stated)	4%	5%	-3%	13%	2%	2%	-1%	5%	0%
28	O=C(COc1ccccc1)Nc1ccc2c(c1)Cc1cc(NC(=O)COc3ccccc3)ccc1-2	-4%	-1%	-4%	2%	1%	20%	16%	0%	0%
29	CN(Cc1ccccc1)C(CNS(=O)(=O)c1ccccc1)c1ccccc1 (configuration not stated)	5%	-22%	26%	-9%	21%	4%	?	-18%	/
30	Cc1ccc(NC(=O)c2ccc(NCCc3ccccc3)c([N+](=O)[O-])c2)cc1F	-1%[1.53 µM]	-9%	-6%	-2%	13%	?	-7%	4%	4%
31	CCCn1c2c(c(O)c(C(=O)Nc3ncccc3O)c1=O)CCCC2	16%	?	-1%	?	8%	12%	3%	?	?
32	O=C(Cn1c(-c2cccs2)cc2ccccc21)NCCCN1CCN(c2ccccc2F)CC1	-1%	-24%	/	/	-7%	-18%	48%[activator]	/	/
33	C[C@H](CO)N1C[C@H](C)[C@@H](CN(C)Cc2ccc(Cl)c(Cl)c2)Oc2c(NC(=O)CCC(F)(F)F)cccc2C1=O	?	-10%	-4%	-24%	24%	?	?	-14%	-2%
34	CC(C)c1ccc(NC(=O)c2cn(C3CCCC3)c(=O)c3c2c2ccccc2n3C)cc1	30%	1%	/	/	0%	1%	-2%	/	/
35	Cc1cccc(CN2C(=O)c3ccccc3S(=O)(=O)c3ccc(C(=O)N4CCCC4)cc32)c1	-14%	13%	-1%	/	10%	4%	-1%	/	/
36	COc1ccc(CCNC(=O)c2c(Cl)ccc(Cl)c2OC)cc1OC	-5%	-16%	12%	10%	/	-5%	22%	6%	-24%[1.84 µM]
37	Cc1ccc(C(=O)CN(CCCC(N)=O)C(=O)c2ccncc2)cc1	3%	0%	0%	0%	13%	0%	19%	8%	?
38	CCOC(=O)C1CCCN(S(=O)(=O)c2csc(C(N)=O)c2)C1 (configuration not stated)	5%	-2%	/	/	2%	-12%	-32%	/	/
39	NC1=NC(=O)C(Cc2cccc(Cl)c2)S1 (configuration not stated)	-4%	?	0%	18%	15%	0%	2%	21%	-1%
40	O=C(CSc1ccc(-c2ccccn2)nn1)N1CCCC1	1%[0.307 µM]	?	0%	-22%	18%	-6%	3%[0.307 µM]	1%	-3%
41	CCOc1ccc(-c2c(C)nn3c(C)c(C(=O)NCc4cccc(OC)c4)cnc23)cc1OCC	0%	2%	/	/	21%	-2%	-1%	/	/

Filtered by structure: the compounds so far containing a cyano group.
#	SMILES	HEK293 tox	KB-V1 cytotox	GLP-1R agonist	HT1080NT lethal	TDP43 rescue	KB-3-1 cytotox	GLP1R inv ag	HT1080 IDH1KD tx	SW480 rerep
2	CN1Cc2c(N3CCOCC3)nc(SCc3ccccc3)c(C#N)c2CC1(C)C	12%	6%	26%	?	-13%	?	0%	?	?
15	N#Cc1ccc(OCC(=O)OCC(=O)c2ccccc2)cc1	-2%	0%	1%	21%	29%	3%	0%	23%	0%

4 compounds drawn at random from the list so far:
#	SMILES	HEK293 tox	KB-V1 cytotox	GLP-1R agonist	HT1080NT lethal	TDP43 rescue	KB-3-1 cytotox	GLP1R inv ag	HT1080 IDH1KD tx	SW480 rerep
31	CCCn1c2c(c(O)c(C(=O)Nc3ncccc3O)c1=O)CCCC2	16%	?	-1%	?	8%	12%	3%	?	?
41	CCOc1ccc(-c2c(C)nn3c(C)c(C(=O)NCc4cccc(OC)c4)cnc23)cc1OCC	0%	2%	/	/	21%	-2%	-1%	/	/
19	O=C1CCCC(O)=C1C1C2=C(CCCC2=O)Oc2ccccc21 (configuration not stated)	-21%	13%	-10%	2%	15%	-3%	9%	5%	-3%
24	CN(C)c1ccc(C=NNC(=S)Nc2ccc(F)cc2)cc1	-23%	-7%	18%	-5%	0%	-7%	1%	-28%	?
